Nrf2 inh: Nrf2 qHTS screen for inhibitors | A549 ARE-Fluc reporter, luciferase luminescence, 18-24 h | Potency, µM (highest dose often 46 µM), without a hit: at the highest dose activity change, negative = inhibition, most hits filed as inhibitors | 2.1% of 360,000 active | AID 504444, 2011; further: potency means the concentration at half of the fitted maximal effect; on the % scale 0 is the no-effect control and ±100 the full control effect; nearly all actives have a fitted effect of over 60% in size
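In this cell-based qHTS, ARE-driven firefly luciferase in A549 cells reports Nrf2 activity; the luminescent signal after BugLite lysis is the measured value, with a prior CellTiter-Fluor read for cell health.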
pAkt inh: HTS Assay for Inhibitors of Akt Phophorylation: Primary Screen; Neuro2A IGF-stimulated pAkt S473 HTRF, 20 min; stronger effect = lower value; AID 651550, 2012; activity change, % for hits at 50 µM; 0.32% of 360,000 active; in the data active means activity change below about -80%; inconclusive means mostly about -51% to -80%; further: on the % scale 0 is the no-effect control and ±100 the full control effect
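Neuro2A cells (4,500/well, DMEM with 0.5% FBS) were treated with compound at a single 50 µM final concentration, stimulated with 6 nM IGF for 20 min at 37 °C, and lysed. Phospho-Akt Ser473 was read by HTRF as 665/615 ratio ×10^4.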
EPAC2 antagonist: qHTS for Antagonist of cAMP-regulated guanine nucleotide exchange factor 2 (EPAC2): primary screen; Potency, µM (highest dose often 114 µM), for the others: top-dose activity, negative = inhibition, most hits filed as inhibitors; 0.18% of 360,000 active; AID 720708, 2013; EPAC2 GEF exchange of Rap1B-BODIPY-GDP, fluorescence; further: potency means the concentration at half of the fitted maximal effect; on the % scale 0 is the no-effect control and ±100 the full control effect; nearly all actives have a fitted effect of over 45% in size; many of its hits are not listed in these tables
Target sequence (Q8WZA2 whole entry, looked up): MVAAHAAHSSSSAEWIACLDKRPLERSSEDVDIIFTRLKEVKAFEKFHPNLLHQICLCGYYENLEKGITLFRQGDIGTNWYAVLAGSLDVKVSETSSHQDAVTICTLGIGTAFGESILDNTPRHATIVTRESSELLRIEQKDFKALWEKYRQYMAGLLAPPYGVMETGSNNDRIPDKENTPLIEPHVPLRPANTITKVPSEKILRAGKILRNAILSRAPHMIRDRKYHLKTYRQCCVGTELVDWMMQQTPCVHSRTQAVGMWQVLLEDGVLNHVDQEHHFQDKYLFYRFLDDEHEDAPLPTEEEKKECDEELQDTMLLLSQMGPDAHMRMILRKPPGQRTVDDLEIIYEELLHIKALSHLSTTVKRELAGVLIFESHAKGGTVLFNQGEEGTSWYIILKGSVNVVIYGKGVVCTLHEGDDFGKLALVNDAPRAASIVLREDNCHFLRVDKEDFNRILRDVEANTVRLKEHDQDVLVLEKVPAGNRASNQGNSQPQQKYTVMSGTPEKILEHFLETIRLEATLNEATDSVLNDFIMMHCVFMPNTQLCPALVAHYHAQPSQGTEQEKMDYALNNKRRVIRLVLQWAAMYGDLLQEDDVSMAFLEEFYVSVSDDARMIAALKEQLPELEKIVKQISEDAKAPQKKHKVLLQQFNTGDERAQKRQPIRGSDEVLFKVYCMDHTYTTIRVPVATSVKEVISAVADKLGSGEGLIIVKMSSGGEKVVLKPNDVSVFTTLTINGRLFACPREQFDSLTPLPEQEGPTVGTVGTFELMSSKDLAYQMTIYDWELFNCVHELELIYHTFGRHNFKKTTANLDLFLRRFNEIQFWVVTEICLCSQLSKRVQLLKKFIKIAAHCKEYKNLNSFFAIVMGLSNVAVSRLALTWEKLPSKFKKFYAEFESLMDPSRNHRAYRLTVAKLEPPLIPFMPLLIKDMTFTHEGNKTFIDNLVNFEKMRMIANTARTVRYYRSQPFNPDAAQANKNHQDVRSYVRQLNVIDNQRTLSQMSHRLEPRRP
CCT chaperon mod: High-Throughput Screening for Modulators of Cytosolic Chaperonin Activity; purified chaperonin ATPase assay, HTRF ADP detection, 30 min; activity change, % (concentration not given with the values), hits read low; 0.3% of 360,000 active; AID 651819, 2012; in the data active means activity change below about -30%; further: on the % scale 0 is the no-effect control and ±100 the full control effect
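First, chaperonin was dispensed at 40 nM or 20 nM final depending on batch activity. Next, compounds were pinned at 76 uM and ATP added at 10 uM. After 30 min at 37 °C, ADP detection reagents ran 30 min at ambient temperature.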
EPAC2 agonist: qHTS for Agonist of cAMP-regulated guanine nucleotide exchange factor 4 (EPAC2): primary screen; Potency, µM (series often up to 154 µM), for the others: top-dose activation, hits mostly activators; AID 720711, 2013; EPAC2 activation, biochemical qHTS; response scale: 100% = 6.5 mM cAMP response; 0.079% of 360,000 active; further: potency means the concentration at half of the fitted maximal effect; nearly all actives have a fitted effect of over 50% in size
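Fluorescence exchange assay: 100 nM EPAC2 with 250 nM RAP1B-BODIPY-GDP and 50 uM GDP; compounds tested as a concentration-titration series (qHTS). Loss of Rap1-bound BODIPY-GDP fluorescence read at 480/540 nm; data normalized to 6.5 mM cAMP.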
A549 tox: Nrf2 qHTS screen for inhibitors: counterscreen for cytotoxicity. A549 ARE-Fluc cells, CellTiter-Fluor viability, 18-24 h. Potency, µM (top dose mostly 46 µM), for inactives: at the highest dose activity change, negative = cytotoxicity, usual class: inhibitors. 0.16% of 390,000 active. AID 504648, 2011; further: potency means the concentration at half of the fitted maximal effect; on the % scale 0 is the no-effect control and ±100 the full control effect
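Cytotoxicity counterscreen: CellTiter-Fluor fluorescence was measured in A549 ARE_Fluc cells after 18-24 h of compound exposure in a concentration series. The subsequent BugLite luminescent read reports ARE-luciferase activity.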
Mm-Cpn inhibitor: Inhibitors of TCP-1 ring complex (TRiC) of Methanococcus maripaludis (MmCpn): qHTS; Chaperonin Mm-Cpn (Methanococcus maripaludis); AID 504842, 2011; purified Mm-Cpn ATPase, ADP Transcreener TR-FRET; Potency, µM (top dose mostly 76.9 µM), inactives show at the top dose activity, negative = inhibition, usual class: inhibitors; 0.031% of 330,000 active; further: potency means the concentration at half of the fitted maximal effect; on the % scale 0 is the no-effect control and ±100 the full control effect; nearly all actives have a fitted effect of over 80% in size
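Purified archaeal Mm-CPN (25nM final) preincubated 10 min at 37degC with compound, then 10uM ATP for 30 min at 37degC; ADP measured by HTRF Transcreener TR-FRET; buffer 30 mM TRIS pH 7.4, 100mM KCl, 5mM MgCl2, 1mM DTT.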
TGFb SMAD3 inh: qHTS for Inhibitors of TGF-b | HepG2 CAGA-GFP TGF-b/SMAD3 reporter, GFP fluorescence, 18 h; TGF-beta stimulated, 500 pg/mL final | AID 588855, 2011 | Potency, µM (top dose mostly 46.1 µM), inactives show top-dose activity, negative = inhibition, usual class: inhibitors | 1.2% of 410,000 active; further: potency means the concentration at half of the fitted maximal effect; on the % scale 0 is the no-effect control and ±100 the full control effect; nearly all actives have a fitted effect of over 65% in size
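Inhibition of TGF-beta-driven CAGA-GFP reporter expression in HEPG2 cells is measured by cellular GFP fluorescence after 18 h stimulation with 500 pg/mL recombinant TGF-beta in 1% FBS medium at 37 degrees C.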
Nrf2 ARE act: qHTS of Nrf2 Activators | AREc32 ARE-luciferase reporter (MCF7-derived line), luminescence, 24 h | Potency, µM (series often up to 46.1 µM), for the others: at the highest dose activation, most hits filed as activators | 0.31% of 410,000 active | AID 624171, 2012; further: potency means the concentration at half of the fitted maximal effect; % of control where 0% means no effect; nearly all actives have a fitted effect of over 65% in size
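Quantitative high-throughput format: AREc32 reporter cells, 1000 per well, received compound by pin transfer and were incubated 24 hr at 37 deg C, 5% CO2, before Steady-Glo luminescence detection.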
* = called active by the depositor; i = inactive; ? = inconclusive; . = no result given; [ ] = dose if it differs, or a comment. Unless noted, the call rests on the fitted dose curve; in most records, active means well fitted curve in the direction sought with a large enough effect; inconclusive means small, poorly fitted or top-dose-only effect, or another doubt; inactive means no such curve, though single readings can be large; an effect the other way counts as inactive or inconclusive. An excerpt; rates above refer to the full screens.

Results follow in this order: Nrf2 inh	pAkt inh	EPAC2 antagonist	CCT chaperon mod	EPAC2 agonist	A549 tox	Mm-Cpn inhibitor	TGFb SMAD3 inh	Nrf2 ARE act
CC(Nc1nc(N2CCCC2)nc2ccccc12)c1ccccc1 (stereo not given)
 : 4%	i	10%	-0.5	-4%	?	1%	?	-0.6%
CCSc1ccccc1C(=O)NCCc1ccccc1
 : 12%	i	1%	0.5	-3%	-7%	2%	-3%	-0.9%
C=CCn1c(O)c(C(CC)=Nc2ccccc2NC(=O)CC)c(=O)[nH]c1=O
 : 1%	i	3%	-5.3	2%	-5%	0%	26%	0.1%
CCCS(=O)(=O)N1CCC(C(=O)NCCCOC(C)C)CC1
 : 11%	i	10%	0.2	5%	-4%	3%	3%	-0.1%
C=C1CCN([C@@H](C)C(=O)NCc2cc(OC)c(OC)c(OC)c2)S(=O)(=O)c2ccccc21
 : 13%	i	-6%	-0.6	5%	8%	-9%	21%	0.7%
COc1ccc(C(O)Cc2nccn2C)cc1 (stereo not given)
 : -9%	i	3%	-3.3	5%	-2%	.	-11%	0.0%
O=C(O)C1C2C=CC(C2)C1C(=O)NCCCN1CCCC1=O (stereo not given)
 : 2%	i	0%	-5.4	6%	3%	0%	-3%	-0.1%
CCOc1cccc(Nc2cc3n(c(=O)n2)CCc2cc(OC)c(OC)cc2-3)c1
 : -6%	.	0%	-0.6	7%	-17%	-2%	-7%	-0.5%
CC(NC(=O)c1ccc(S(=O)(=O)NCc2ccco2)cc1)c1ccc(F)cc1 (stereo not given)
 : -20%	i	-5%	1.0	7%	-2%	0%	-3%	-0.5%
O=C(CCc1nnc(CCCCc2ccccc2)o1)N(CCO)Cc1ccccc1
 : 5%	i	-6%	-1.4	-2%	0%	-25%	?	-0.2%
CN(C1CCCCC1)S(=O)(=O)c1ccc(S(=O)(=O)N(CC(=O)Nc2ccccc2)C2CC2)cc1
 : -29%	i	0%	-2.1	20%	-6%	1%	?	-0.4%
CCN(CC)CCN(C(=O)c1cc2c(ccc3ccccc32)oc1=O)c1nc2cc3c(cc2s1)OCCO3
 : ?	i	14%	-4.0	7%	?	0%	13µM*	15%
O=c1oc2ccc(Cl)cc2cc1-c1nc(-c2cccs2)no1
 : 1%	.	.	.	.	7%	.	?	1.0%
Cc1ccc(C)c(N2CCN(S(=O)(=O)c3c(C)nc4sccn4c3=O)CC2)c1
 : 2%	.	.	.	.	2%	.	23%	-1.1%
CCN(CC)C(=O)Oc1cc(=O)n(C)c2ccccc12
 : -25%	i	-5%	-2.2	15%	0%	1%	-14%	3.9%
CC(OC(=O)CNC(=O)c1sc2ccccc2c1Cl)c1ccccc1 (stereo not given)
 : -13%	i	-14%	2.0	13%	6%	-4%	47%[activator]	-0.5%
Cc1ccc(C(=O)N[C@@H](Cc2ccccc2)C(=O)N2CCC3(CC2)NCCc2[nH]cnc23)cc1C
 : 11%	.	-1%	1.2	-6%	0%	1%	-1%	-0.9%
O=[N+]([O-])c1cc2c(cc1CN1CCN(c3ccccc3F)CC1)OCO2
 : -4%	i	2%	1.2	24%	-1%	1%	-13%	0.5%
Cc1ccc(NC(=O)CSc2nc(-c3ccco3)cc(C(F)(F)F)n2)cc1
 : 7%	.	.	.	.	-4%	.	-7%	-0.1%
CN(C(=O)c1ccc(NC(=O)Cc2cccc(NC(=O)C3CCCN(C(=O)C4CCCC4)C3)c2)cc1)C1CC1 (stereo not given)
 : -26%	i	2%	-1.5	2%	8%	.	-8%	3.5%

New compounds follow.
Results follow in this order: Nrf2 inh	pAkt inh	EPAC2 antagonist	CCT chaperon mod	EPAC2 agonist	A549 tox	Mm-Cpn inhibitor	TGFb SMAD3 inh	Nrf2 ARE act
CCc1ccccc1NC(=O)Cn1c(=O)n(-c2ccc(C)cc2)c(=O)c2cc(OC)c(OC)cc21
 : 12%	.	.	.	.	-2%	.	11%	0.2%
COc1ccc(C(=O)CC(=O)c2ccc(OC)cc2)cc1
 : 4%	i	-4%	-2.1	1%	-1%	-1%	5%	4.3%
COC(=O)c1ccc(N(CC(=O)NC2CCCC2)C(=O)CNC(=O)c2ccco2)cc1
 : 19%	i	0%	-1.7	-3%	-1%	-3%	6%	-0.1%
N=c1c2c(n(Cc3ccc(Cl)cc3)c3c1CCC3)CCC2
 : ?	i	3%	-0.2	-6%	-4%	-2%	?	-0.2%
CCOC(=O)C1=CCN(S(=O)(=O)c2ccc(C)cc2)C1c1cccc(C)c1 (stereo not given)
 : .	i	-16%	1.0	6%	.	.	-18%	11%
Cc1ccc(CCNC(=O)CS(=O)Cc2nc(-c3ccccc3F)oc2C)cc1 (stereo not given)
 : -3%	i	-4%	-0.7	0%	-2%	-1%	-13%	0.3%
CCOc1cc(/C=C/c2cc(C(=O)O)c3ccccc3n2)ccc1OC
 : -21%	i	9%	2.0	-6%	0%	-3%	12%	-0.4%
Cc1ccc(N(CC(=O)N2CCN(c3ccccc3)CC2)S(=O)(=O)c2c(C)noc2C)cc1
 : 0%	.	.	.	.	0%	.	?	-0.8%
COc1cc(N=Nc2c(O)c3ccccc3[nH]c2=O)c(OC)cc1N=Nc1ccccc1
 : 12%	i	3%	-2.3	6%	-17%	-4%	9%	4.6%
CC(C)(C)C(=O)Nc1sc(-c2ccccc2)cc1C(=O)O
 : ?	i	-2%	0.9	6%	-5%	-15%	-5%	-0.8%
CC1CCC(NC(=O)CN2C(=O)c3cccnc3Oc3ccc(Cl)cc32)CC1 (stereo not given)
 : ?	i	5%	-0.2	-11%	-5%	1%	-1%	-0.6%
COCCNC(=O)CCn1c(=O)c2cc(OC)c(OC)cc2n(CC(=O)Nc2ccc(Cl)cc2F)c1=O
 : -4%[9.27 µM]	.	.	.	.	2%	.	-1%	-0.9%
COc1ccc(C2=Nc3ccc(F)cc3NC(c3cccc(C(F)(F)F)c3)=N2)cc1
 : -23%	.	.	.	.	-12%	.	4%	-0.3%
COc1ccc2c(CNCCc3ccco3)c(C(=O)O)n(Cc3ccccc3)c2c1
 : ?	.	.	.	.	-11%	.	-1%	5.4%
NC(=S)NN=C(c1ccc(Br)cc1)C1CC1
 : -5%	i	15%	0.8	5%	-3%	.	?	7.9%
COc1cc(S(=O)(=O)NCc2cccnc2)ccc1F
 : -1%	i	14%	-1.2	7%	-9%	1%	-14%	-0.1%
O=C(CCn1c(=O)oc2ccccc21)Nc1ccon1
 : 10%	.	9%	-3.3	2%	2%	1%	5%	0.1%
Cc1oc(-c2cccc(Cl)c2)nc1CSc1nncn2c1cc1occc12
 : ?	.	.	.	.	4%	.	-27%	-0.5%
COc1ccc(-c2cc(C(=O)NCCCN3CCOCC3)no2)cc1
 : -3%	i	5%	-1.0	14%	0%	-2%	17%	0.2%
CCOc1ccc(C2NC(=O)c3ccccc3O2)cc1OC (stereo not given)
 : -14%	i	-4%	-1.8	5%	5%	-6%	0%	0.1%

New compounds follow.
Results follow in this order: Nrf2 inh	pAkt inh	EPAC2 antagonist	CCT chaperon mod	EPAC2 agonist	A549 tox	Mm-Cpn inhibitor	TGFb SMAD3 inh	Nrf2 ARE act
Cn1c(-c2cccc([N+](=O)[O-])c2)[n+](C)c2ccccc21
 : ?	i	5%	0.5	-2%	-11%	-6%	-6%	-0.6%
O=C(CSC(=S)N1CCCC1)NCCc1ccccc1
 : ?	i	16%	5.5	5%	17%	-1%	1%	0.0%
CCn1ccnc1CN1CCCC(C(=O)c2ccc3c4c(cccc24)CC3)C1 (stereo not given)
 : ?	i	1%	-0.8	-3%	-12%	1%	-19%	-0.5%
COc1cc(NS(=O)(=O)c2ccc(NC(=O)c3ccccc3C(=O)O)cc2)nc(OC)n1
 : 0%	.	.	.	.	4%	.	16%	-0.1%
CC(C)(C)n1nnnc1CN1CCN(C(c2ccccc2)c2ccccc2)CC1
 : ?	i	-8%	-1.5	10%	-5%	-1%	?	-0.6%
O=C1NC(=O)C(c2ccccc2)(c2ccc(O)cc2)N1 (stereo not given)
 : 9%	i	1%	-2.9	5%	-1%	0%	8%	-0.6%
O=C(NCc1ccc(F)cc1)c1c(O)nc2ccccn2c1=O
 : -6%	.	.	.	.	1%	.	-4%	-1.0%

Retrieved by structure from above, 2 records:
Results follow in this order: Nrf2 inh	pAkt inh	EPAC2 antagonist	CCT chaperon mod	EPAC2 agonist	A549 tox	Mm-Cpn inhibitor	TGFb SMAD3 inh	Nrf2 ARE act
CCn1ccnc1CN1CCCC(C(=O)c2ccc3c4c(cccc24)CC3)C1 (stereo not given)
 : ?	i	1%	-0.8	-3%	-12%	1%	-19%	-0.5%
CC(C)(C)n1nnnc1CN1CCN(C(c2ccccc2)c2ccccc2)CC1
 : ?	i	-8%	-1.5	10%	-5%	-1%	?	-0.6%

Full records as entered above:
`Cn1c(-c2cccc([N+](=O)[O-])c2)[n+](C)c2ccccc21` as listed: Nrf2 inh = ?; pAkt inh = i; EPAC2 antagonist = 5%; CCT chaperon mod = 0.5; EPAC2 agonist = -2%; A549 tox = -11%; Mm-Cpn inhibitor = -6%; TGFb SMAD3 inh = -6%; Nrf2 ARE act = -0.6%
`O=C(NCc1ccc(F)cc1)c1c(O)nc2ccccn2c1=O` as listed: Nrf2 inh = -6%; pAkt inh = .; EPAC2 antagonist = .; CCT chaperon mod = .; EPAC2 agonist = .; A549 tox = 1%; Mm-Cpn inhibitor = .; TGFb SMAD3 inh = -4%; Nrf2 ARE act = -1.0%
